ERK EGF block – blocks ERK signaling stimulated by EGF; HEK293-V1b, EGF-stimulated phospho-ERK AlphaScreen; Potency, µM (top dose mostly 11.5 µM), for the others: at the highest dose activity change, negative = inhibition, actives largely listed as inhibitors; 0.41% of 130,000 active; AID 1454; active means well fitted inhibition curve with a large enough effect; inconclusive means small, poorly fitted or top-dose-only effect, or effect the other way;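 further: plate controls were stimulated vehicle wells for no effect and unstimulated vehicle basal for full effect; nearly all actives have a fitted effect of over 55% in size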
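Readout: AlphaScreen signal for phosphorylated ERK in lysed HEK293 cells stably expressing V1b. Stimulus 25 nM EGF, 5 min, following 30 min compound exposure. Data scaled to DMSO basal and full EGF activation.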
Active calls of the source: *; ? = inconclusive; & = joins results of further samples; [ ] = remark or other dose. Potency means the concentration at half of the fitted maximal effect. An excerpt, so the mix of outcomes need not match the whole.

SMILES	ERK EGF block
Cn1c(=O)c(=O)n(C)c2cc(S(=O)(=O)N3CCCC3C(=O)NCc3ccco3)ccc21 (stereo not given)	-6%[57.5 µM]
Cc1cc([N+](=O)[O-])nn1CCCC(=O)Nc1sc2c(c1C(N)=O)CCC(C)C2 (stereo not given)	-6%
CCOC(=O)C(Cc1ccccc1)NC(=O)CNC(=O)CNC(=O)OCc1ccccc1 (stereo not given)	3%
C/C(=N\OCc1ccc(C#N)cc1)c1ccccc1	4%
COc1cc(-c2nc(C(F)(F)F)c(OC)o2)cc(OC)c1OC	-8%
Cc1c(NP(=O)(Oc2ccccc2F)Oc2ccccc2F)c(=O)n(-c2ccccc2)n1C	6%
COc1ccc(N(/N=C2\Sc3ccccc3C2=O)C(C)=O)cc1	?
COc1ccccc1OCCNC(=O)c1cc(=O)[nH]c2ccccc12	1%[57.5 µM]
CC(C)(C)c1ccc(SCCc2ccccn2)cc1	0%[57.5 µM]
COCCNC(=S)Nc1ccc2[nH]c(=O)[nH]c2c1	-7%
CCOC(=O)C1=C(N)N(c2ccccc2)C2=C(C(=O)CCC2)C1c1cccnc1 (stereo not given)	2%
Cc1ccc(C)c(CSc2nnc(C)c(=O)n2N)c1	-2%
C=CCC1(CC=C)CCCN1C(=O)CC1C(=O)NCCN1Cc1ccc(OC)c(OC)c1 (stereo not given)	-1%
O=C(OCCC1Oc2cccnc2NC1=O)c1ccc(F)cc1 (stereo not given)	-7%
CC(C)OC(=O)CC(=O)CSc1nc2c(c(-c3cccs3)c1C#N)CCC2	-3%
COC(=O)c1sccc1NC(=S)N1CCN(c2cccc(C)c2C)CC1	3%
CCOC(=O)c1ccc(NNC(=O)CC)c([N+](=O)[O-])c1	1%
N#Cc1ccccc1NC(=O)c1cc(=O)c2ccccc2o1	6%
Cc1noc(C)c1C(=O)Nc1nnc(CC(C)C)s1	-6%[57.5 µM]
O=C(COc1ccc(-c2ccccc2)cc1)N/N=C/c1cc(O)ccc1Br	?
O=C(CSc1nnnn1-c1ccc(O)cc1)N1N=C(c2ccc3ccccc3c2)CC1c1ccccc1 (stereo not given)	3%
COc1cccc(NC(=S)NN2C(C)CCCC2C)c1 (stereo not given)	-8%
CCOC(=O)C1=C(C)OC(N)=C(C#N)C1c1cc2cc(C)ccc2nc1N1CCCCC1 (stereo not given)	13%
C/C(=N\NC(=O)c1cccnc1)c1ccc(OC2OCCOC2Oc2ccc(/C(C)=N/NC(=O)c3cccnc3)cc2)cc1 (stereo not given)	-2%
CN(C)CCNC(=S)Nc1ccccc1Cl	6%

Continued (6 carried over from the part before).
SMILES	ERK EGF block
O=C(COc1ccc(-c2ccccc2)cc1)N/N=C/c1cc(O)ccc1Br	?
O=C(CSc1nnnn1-c1ccc(O)cc1)N1N=C(c2ccc3ccccc3c2)CC1c1ccccc1 (stereo not given)	3%
COc1cccc(NC(=S)NN2C(C)CCCC2C)c1 (stereo not given)	-8%
CCOC(=O)C1=C(C)OC(N)=C(C#N)C1c1cc2cc(C)ccc2nc1N1CCCCC1 (stereo not given)	13%
C/C(=N\NC(=O)c1cccnc1)c1ccc(OC2OCCOC2Oc2ccc(/C(C)=N/NC(=O)c3cccnc3)cc2)cc1 (stereo not given)	-2%
CN(C)CCNC(=S)Nc1ccccc1Cl	6%
O=C(c1ccc2c3c(cccc13)CC2)C1CCCN(Cc2ccc(OCCO)cc2)C1 (stereo not given)	6%
CN1[C@H](Cc2ccccc2)C=C[C@]1(C)C(=O)NCC1CC1	3%
CCOC(=O)C1=C(c2ccc(OC)cc2)C(=O)c2ccccc2C1=O	32µM*
Cc1cccc2sc(NC(=O)c3ccc(NS(=O)(=O)c4cccs4)cc3)nc12	?
O=[N+]([O-])c1nn(-c2ccccc2)n(O)c1=NC1CCN(Cc2ccccc2)CC1	?
Cc1[nH]c2ccccc2c1/C=N/NC(=O)CNC(=O)c1ccc2c(c1)OCO2	3%
C[N+](C)(C)CCCNC(=O)c1ccc(/C=N/O)nc1	0%
Cc1ccccc1C(=O)NCC(=O)NNC(=S)NC(=O)c1ccccc1C	6%
CC(C)[C@H](NC(=O)c1cccc(S(=O)(=O)N2CCOCC2)c1)C(=O)Nc1nc2ccccc2s1	-2%
Cc1nc(C)c(C(=O)O)c(-c2ccsc2)c1C(=O)O	1%[57.5 µM]
COc1ccccc1NC(=S)N1CCCC1	4%
O=C(NC1CCCCC1)C(c1ccncc1)N(Cc1ccc2c(c1)OCO2)C(=O)c1cnsn1 (stereo not given)	-5%
CSC1=NC2(C)CCCCC2C12C=CC(=O)C=C2 (stereo not given)	-1%[57.5 µM]
COc1ccccc1CCN=C(N)NS(=O)(=O)c1ccc(C)cc1	14%
O=C(Nc1cccc(F)c1)c1c(O)c2cccc3c2n(c1=O)CCC3	1%
O=C(CCCN1C(=O)c2cccc3cccc(c23)C1=O)N1CCN(c2ccccn2)CC1	-2%
Cc1cccc2sc(NC(=O)Cn3cccc3)nc12	-6%
OCCN1CCN(C(=S)NC2CCCC2)CC1	14%
Cc1ccc2nc(-c3cccc(Br)c3)cc(C(=O)NC3=NCCS3)c2c1	-5%
Cc1c(C(=O)NCc2n[nH]c(=S)n2-c2ccc(F)cc2)cccc1[N+](=O)[O-]	-4%
CCOC(=O)c1sc(NC(=O)c2ccncc2)nc1C	3%
CCCCNC(=O)/C(C#N)=c1\s/c(=C\c2ccccc2OC(F)F)c(=O)n1CCCOC	11%
CN1CCN(CCOC2Cc3ccccc3Sc3ccc(Cl)cc32)CC1 (stereo not given)	11%
NNC(=S)Nc1ccc(OC(F)(F)F)cc1	-6%[57.5 µM]
COc1ccc(OC)c(C(=O)c2coc3ccc(O)cc23)c1	-1%[57.5 µM]

Further results
SMILES	ERK EGF block
COc1ccccc1/C=C/C=N/n1c(-c2cc(-c3ccccc3)n[nH]2)n[nH]c1=S	-8%[57.5 µM]
COc1ccc(Br)c(C(=O)N2CCN(S(=O)(=O)/C=C/c3ccccc3)CC2)c1	?
CCCNS(=O)(=O)c1ccc(OCC(=O)Nc2ccccc2F)cc1	-2%
CCOC(=O)c1cc(-c2ccccc2)n(CC(=O)Nc2ccc(OC)c(OC)c2)c1C	1%
Cc1nnc(NC(=O)c2ccc(S(=O)(=O)N3CCc4ccccc4C3)cc2)o1	0%
CCS(=O)(=O)N1CCN(C(C)CCc2ccccc2)CC1 (stereo not given)	5%
c1ccc2c(c1)CC/C2=N/Nc1nc2ccccc2[nH]1	7%
O=C(c1cc(-c2ccccc2)on1)N1CCCc2ccccc21	-7%
CCCOC(=O)CCCC[C@H]1SC[C@@H](NC(=O)OC)[C@H]1NC(=O)OC	3%
CCOC(=O)c1cn(CC(=O)Nc2ccc(OC)cc2OC)nn1	-3%[57.5 µM]
C(=C\c1ccccn1)/c1cccnc1	-16%[57.5 µM]
COc1cccc(/C=C(\C#N)C(=O)NC2CCS(=O)(=O)C2)c1 (stereo not given)	-1%
NNC(=O)c1nc(-c2cccc(-n3cccc3)c2)no1	-3%[57.5 µM]
Cc1cccc(N2C(=O)C(Cl)=C(N3CCOCC3)C2=O)c1	?
CC1=CC(C)(C)NC(=S)N1c1cccc2ccccc12	-8%
CC1CCCCN1S(=O)(=O)c1cccc(S(=O)(=O)N2CCOCC2)c1 (stereo not given)	11%[57.5 µM]
O=C(NCc1cccnc1)c1cc(Cl)ccc1[N+](=O)[O-]	7%
COCCN1CCN(c2c3c(nc4cc(-c5cccc(F)c5)nn24)CCC3)CC1	1%
Clc1ccc(N2CCN(Cc3c[nH]c4ncccc34)CC2)cc1	0%&-9%
CC(C)C[C@H](NC(=O)c1nc[nH]c1C(=O)N(C)Cc1ccccc1)C(=O)OC(C)(C)C	0%[57.5 µM]
CC1CC(CCC(=O)NC(=S)Nc2ccc(S(N)(=O)=O)cc2)C(=O)O1 (stereo not given)	-4%
COc1ccccc1NCC(=O)n1nc(C)cc1C	-11%
CN(C)S(=O)(=O)c1ccc(NC(=O)COc2ncnc3sccc23)cc1	3%
CCOc1ccc(NC(=O)C2CCC(CNc3c(N4CCCCC4)c(=O)c3=O)CC2)cc1 (stereo not given)	10%[57.5 µM]
Cc1ccc2c(c1)c(N=NC(N)=S)c(O)n2Cc1ccccc1	-1%

7 entries from above, with the structure last.
ERK EGF block	mol
-6%[57.5 µM]	Cn1c(=O)c(=O)n(C)c2cc(S(=O)(=O)N3CCCC3C(=O)NCc3ccco3)ccc21 (stereo not given)
-2%	CCCNS(=O)(=O)c1ccc(OCC(=O)Nc2ccccc2F)cc1
3%	CN(C)S(=O)(=O)c1ccc(NC(=O)COc2ncnc3sccc23)cc1
1%[57.5 µM]	Cc1nc(C)c(C(=O)O)c(-c2ccsc2)c1C(=O)O
-1%[57.5 µM]	CSC1=NC2(C)CCCCC2C12C=CC(=O)C=C2 (stereo not given)
7%	O=C(NCc1cccnc1)c1cc(Cl)ccc1[N+](=O)[O-]
-16%[57.5 µM]	C(=C\c1ccccn1)/c1cccnc1

Further results
SMILES	ERK EGF block
Cc1cc(Cl)ccc1OCCCC(=O)OCC(N)=O	-5%
COc1ccc(OCCSc2nc3nc(C)cc(C)n3n2)cc1	-1%
COc1ccc(C(C(=O)NCc2ccccc2)N(Cc2ccco2)C(=O)c2cnccn2)cc1 (stereo not given)	-1%
NS(=O)(=O)c1ccc(CCNC(=O)C2CCC(Cn3c(=S)[nH]c4ccccc4c3=O)CC2)cc1 (stereo not given)	-11%
COc1ccc(OC)c(-c2csc(NC(=O)c3ccc4c(c3)OCO4)n2)c1	-5%
COc1ccc(O[C@H]2C=C[C@@H](c3ccccc3)O[C@@H]2COC(=O)CC/C(C)=N/O[C@@H](C)c2cn([C@H](CO)Cc3ccccc3)nn2)cc1	?
C=C(C)CNC(=S)N1CCNC(=O)C1CC(=O)OC (stereo not given)	8%
CC(C)CSc1n[nH]c(=S)s1	-7%
COc1ccccc1NCCC(=O)O	2%[57.5 µM]
CCC(C)C(=O)Nc1ccc(OC)cc1[N+](=O)[O-] (stereo not given)	0%
O=C(N/N=C/c1ccc(N2CCOCC2)cc1)c1ccccn1	5%[57.5 µM]
CN1C(=O)C2C(c3ccc(N(C)C)cc3)=NN(Cc3ccccc3)C2C1=O (stereo not given)	?
Nc1nc2c(nc(Br)n2C2O[C@H]3COP(=O)(O)O[C@@H]3C2O)c(=O)[nH]1 (stereo not given in full)	5%
CC1CCc2c(sc(NC(=O)CSc3ncn[nH]3)c2C#N)C1 (stereo not given)	-14%[57.5 µM]
O=C(Cn1cnc2ccccc2c1=O)NNC(=O)c1ccccc1	6%[57.5 µM]
CCc1nc(SCc2ccc(F)cc2)n[nH]1	-3%
COc1ccc(N2CCN(C(=O)Cn3cnc4c(cnn4-c4ccc(C)cc4)c3=O)CC2)cc1	-6%
CCCCC[C@H](O)/C=C/[C@@H]1[C@H]2C/C(=C/CCCC(=O)O)O[C@H]2C[C@H]1O	9%
CN(C)CC#Cc1cncc(C(=O)NNC(=O)Nc2ccc(Cl)cc2)c1	-5%[57.5 µM]
COc1cc(O)c(CCO)c2c1C(=O)C[C@@H](C)O2	2%[57.5 µM]
C/C(=N\Nc1nc(N2CCCCC2)nc(N2CCOCC2)n1)c1cccs1	2%
CCc1cccc2c(C(=O)C(F)(F)F)cn(CC(=O)NCC3CCCO3)c12 (stereo not given)	-3%
C=CCSc1nnc(Cc2c(C)[nH]c3ccccc23)o1	4%
Cc1ccc(-n2nc3cc(C)c(NC(=O)c4cccnc4)cc3n2)cc1	5%
O=C(COc1ccc(/C=N/NC(=O)c2ccccc2O)cc1)Nc1ccc([N+](=O)[O-])cc1	-3%

Next section.
SMILES	ERK EGF block
Cc1cc(NC(=O)CSc2nnnn2-c2ccc(C)c(C)c2)no1	-4%
O=C(Cc1ccccc1)NCCC1=CCCCC1	13%
COc1ccc(Nc2nc(-c3ccccc3)c3ccccc3n2)cc1	?
CC(C)(C)c1ccc(C(CC(=O)O)NC(=O)CSc2ccccc2)cc1 (stereo not given)	7%
CCOC(=O)C(C)(C)N(Cc1ccccc1C)S(=O)(=O)c1ccc(Cl)c([N+](=O)[O-])c1	4%
O=[N+]([O-])c1cccc(C=Nc2cc3c(cc2Br)OCCO3)c1	2%
COc1nc(N2CCCC2)nc(-n2nnc(C(C)=O)c2C)n1	3%
c1ccc2oc(C3=NCCN3)cc2c1	-8%
CCn1c(SCC(=O)OC)nnc1-c1ccncc1	6%
O/N=C/c1cc(Br)cs1	8%[57.5 µM]
COC(=O)c1ccccc1NC(=O)NC1CCCC1	-14%[57.5 µM]
COc1ccc(OCC(=O)c2c[nH]c3ccccc23)cc1	-2%
CCC(=O)N(C1=C(NC)C(=O)c2ccccc2C1=O)C(C)C	-1%
CC(=O)N1CCc2ccc(S(=O)(=O)Nc3ccccc3Cl)cc21	-4%
COC(=O)C1=C(C)N(Cc2cccnc2)C(=O)/C1=C\c1cccs1	-10%
CCCOc1ccc(N2C(=O)CC(N3CCC(c4nc5ccccc5o4)CC3)C2=O)cc1 (stereo not given)	-2%
COc1ccc(C(=O)C2=NN(C(C)=O)CC2c2ccco2)cc1 (stereo not given)	4%
CC1CCc2c(C(=O)Nc3ccc(OC(F)(F)F)cc3)csc2C1 (stereo not given)	-5%
Cc1ccc(NC(=O)c2ccccc2OCc2ccc([N+](=O)[O-])cc2)nc1	0%
CCn1c(COc2ccccc2)nc2ccccc21	-2%
COc1ccc(N2CCN(c3nc(Cl)nc(Nc4ccc(F)cc4)n3)CC2)cc1	-6%
CCC(C)NC(=O)c1ccc(C(=O)c2ccccc2)cc1 (stereo not given)	-5%
Cc1ccccc1OCC(=O)Nc1nnc(C2CCCCC2)s1	-5%[57.5 µM]

Part of the list above, with the structure last.
ERK EGF block | structure
4% | COc1ccc(C(=O)C2=NN(C(C)=O)CC2c2ccco2)cc1 (stereo not given)
-5% | CC1CCc2c(C(=O)Nc3ccc(OC(F)(F)F)cc3)csc2C1 (stereo not given)
0% | Cc1ccc(NC(=O)c2ccccc2OCc2ccc([N+](=O)[O-])cc2)nc1
-2% | CCn1c(COc2ccccc2)nc2ccccc21

Screening results (PubChem BioAssay)
